Source: PubChem BioAssay (several laboratories)
m-calpain inh: blocks pig calpain II enzyme activity; inhibition, % at 16 µM; AID 1236; purified calpain II, fluorogenic peptide substrate, 30 min; 220,000 compounds, 0.37% hits;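 active means inhibition above about 50%, limit read from the data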
EBV gp42 inh: inhibitors of Epstein-Barr virus glycoprotein 42; Fluorescence polarization binding assay, mP read-out; inhibition, % (tested at 21.74 µM); 220,000 compounds, 0.42% hits; Q1HVG2; in the data active means inhibition above about 50%
Target sequence (Q1HVG2 whole entry, looked up): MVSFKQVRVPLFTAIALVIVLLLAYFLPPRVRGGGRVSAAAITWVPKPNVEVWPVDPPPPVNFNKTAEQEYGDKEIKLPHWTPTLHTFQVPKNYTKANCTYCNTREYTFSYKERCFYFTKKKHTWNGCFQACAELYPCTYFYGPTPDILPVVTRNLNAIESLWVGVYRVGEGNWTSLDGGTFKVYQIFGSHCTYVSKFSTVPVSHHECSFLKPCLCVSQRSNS
Runt-SMMHC FRET: blocks binding of human RUNX1 Runt domain to CBFb-SMMHC; Cerulean-Runt/Venus-CBFb-SMMHC FRET ratio 530/480, 1 h; 220,000 compounds, 0.74% hits; inhibition, % at 20 µM; AID 1434;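 active means mean inhibition across duplicate retests at 20 µM reaching about 50%, limit read from the data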;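 further: 0% = DMSO wells and 100% = wells with excess untagged CBFb-SMMHC; inhibitors lower the FRET ratio by blocking Runt binding to CBFb-SMMHC; some results filed as inactive read as strong as hits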
p97 inhibitor: human p97 ATPase inhibition. P55072. recombinant p97 ATPase, Kinase-Glo ATP luminescence, 3 h. inhibition, % at 8 µM. 220,000 compounds, 0.42% hits; in the data active means inhibition above about 15%;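 further: 0% = DMSO vehicle and 100% = wells lacking enzyme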
Target sequence (P55072 whole entry, looked up): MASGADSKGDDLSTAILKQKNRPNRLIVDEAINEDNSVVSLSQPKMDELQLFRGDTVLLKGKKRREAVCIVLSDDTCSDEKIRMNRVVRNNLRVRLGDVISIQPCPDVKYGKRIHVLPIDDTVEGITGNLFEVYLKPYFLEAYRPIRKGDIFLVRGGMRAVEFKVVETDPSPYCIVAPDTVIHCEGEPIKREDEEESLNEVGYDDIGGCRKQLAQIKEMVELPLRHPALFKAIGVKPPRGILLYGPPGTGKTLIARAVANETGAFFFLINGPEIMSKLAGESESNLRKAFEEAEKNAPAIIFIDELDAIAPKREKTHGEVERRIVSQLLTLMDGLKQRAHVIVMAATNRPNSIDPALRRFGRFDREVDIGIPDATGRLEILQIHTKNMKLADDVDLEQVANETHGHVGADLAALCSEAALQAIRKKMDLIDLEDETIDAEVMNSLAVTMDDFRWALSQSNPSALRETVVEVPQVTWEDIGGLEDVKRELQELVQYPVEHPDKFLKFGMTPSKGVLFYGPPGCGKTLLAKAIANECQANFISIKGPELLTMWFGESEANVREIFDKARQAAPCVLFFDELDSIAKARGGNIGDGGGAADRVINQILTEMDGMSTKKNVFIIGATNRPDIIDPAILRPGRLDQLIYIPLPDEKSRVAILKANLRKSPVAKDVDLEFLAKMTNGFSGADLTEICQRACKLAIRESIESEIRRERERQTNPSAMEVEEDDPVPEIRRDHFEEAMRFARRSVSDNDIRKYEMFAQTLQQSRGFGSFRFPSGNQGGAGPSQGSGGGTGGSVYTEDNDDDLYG
Furin inh: blocks human furin protease activity; purified furin, fluorogenic substrate cleavage; P09958; 220,000 compounds, 0.061% hits; inhibition, % at 30 µM; in the data active means inhibition above about 25%; further: inactives centre near -15
RBBP9 inh: blocks human serine hydrolase RBBP9; recombinant RBBP9, FP-Rh probe fluorescence polarization; 220,000 compounds, 0.2% hits; inhibition, % at 7.94 µM;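 active means inhibition above the campaign mean of all tested compounds plus 3 SD, cut at about 14% in these data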;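 further: plate controls were DMSO wells with RBBP9 for no effect and wells lacking RBBP9 protein for full effect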
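Measured by: FP readout at 525/598 nm; material: recombinant human RBBP9; also added: Serine-hydrolase probe FP-Rh, 375 nM pre-mixing; medium: Tris buffer pH 8.0, NaCl, Pluronic; replication: one well per compound; doses: one concentration, 7.94 µM nominal, 0.794% DMSO; timing: preincubation 30 min plus labeling 45 min at 25 °C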
NCF1 inh: blocks human p47phox regulatory protein of NADPH oxidases. inhibition, % at 24.7 µM. p47phox/p22phox peptide binding, fluorescence polarization, 2 h. P14598. 220,000 compounds, 0.53% hits;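 active means inhibition above about 30%, limit read from the data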;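 further: 0% = p47phox with labelled peptide and 100% = labelled peptide alone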
Runt-CBFb FRET: inhibitors of human RUNX1 Runt domain binding to CBFb; inhibition, % at 20 µM; Cerulean-Runt/Venus-CBFb FRET ratio 530/480, 1 h; 220,000 compounds, 0.46% hits; AID 1496;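 active means inhibition over about 50% at 20 µM in the single-dose screen, limit read from the data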;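 further: 0% = DMSO wells and 100% = excess unlabeled CBFb competitor control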
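test system = Cerulean-Runt domain fusion protein, energy donor | probe or stimulus = Venus-CBFb binding partner, 100 nM | incubation = two 1 h room-temperature incubations shielded from light | detection = fluorescence energy transfer, 422 nm excitation, 530/480 nm emission | measure = loss of energy transfer signal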
TbHK1 inh: blocks Trypanosoma brucei hexokinase 1 activity; recombinant TbHK1, G6PDH-coupled NADH A340; inhibition, % at 10 µM; 220,000 compounds, 0.11% hits;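 active means inhibition of 50% or more in the single-dose primary screen; inactive means inhibition below 50%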
* hit, by the source's call; x = not tested or not shown; [ ] = dose if it differs, or a comment.

Molecule | m-calpain inh | EBV gp42 inh | Runt-SMMHC FRET | p97 inhibitor | Furin inh | RBBP9 inh | NCF1 inh | Runt-CBFb FRET | TbHK1 inh
O=C(CCc1ccccc1)N1CCN(c2ccc(Cl)cc2)CC1 | 0.5 | 8.2 | 2.5 | 0.0 | -10.8[20 µM] | 3.5 | -19.3 | 0.3 | 1.0
CC(C)c1ccc(-c2nc(N3CCCCC3)[nH]c(=O)c2C#N)cc1 | -31.1 | -8.6 | 5.1 | -0.6 | -25.3[20 µM] | -4.3 | -7.1 | -1.4 | -13.5
O=C(Cc1ccccc1)Nc1cccc(N2C(=O)C=CC2=O)c1 | -24.9 | -25.1 | 41.4 | 1.3 | -6.4 | -2.8 | 11.5 | -4.9 | 2.5
Cc1cc(-c2cccs2)c2c(n1)sc1c(=O)[nH]c(=O)[nH]c12 | -184.3 | -2.4 | -17.5 | 2.3 | -5.4[20 µM] | -8.8 | -10.3 | -8.6 | -13.0
CCOC(=O)C(C)Sc1nc2ccccc2c(=O)n1CC1CCCCC1 (centres undefined) | 23.1 | 4.0 | -4.2 | -9.5 | -6.0[20 µM] | 5.4 | -3.9 | -5.2 | 0.3
CNc1ccc(SC#N)cc1 | 10.5 | -7.4 | 3.1 | 5.1 | -11.1 | 2.8 | 0.7 | 13.9 | -1.6
Cc1cc(NC(=O)c2cccc(S(=O)(=O)N3CCCC3)c2)no1 | -36.5 | -7.0 | 1.0 | -1.4 | -19.4[20 µM] | 4.6 | -16.0 | -0.2 | 5.5
CCC(=O)Nc1cccc(C(=O)c2ccccc2)c1 | 16.0 | -18.2 | -2.4 | 5.3 | -5.1[20 µM] | -5.0 | -8.6 | -0.3 | -1.9
CC(=O)c1sc(Nc2nc3ccc(F)cc3s2)nc1C | x | x | 79.3* | -0.2 | 2.9 | -7.8 | x | 58.9* | 2.7
CC(NC(=O)c1cccs1)c1ccc2c(c1)OCO2 (centres undefined) | -6.6 | 4.6 | -0.6 | 0.7 | -17.1[20 µM] | -11.9 | -6.0 | 0.4 | -6.4
CCCS(=O)(=O)N1CCN(C(=O)c2ccco2)CC1 | -41.8 | -10.6 | 0.0 | 4.1 | -20.0[20 µM] | -2.0 | -2.2 | 5.6 | -4.5
COc1cc(C=O)ccc1OCc1c(C)noc1C | 11.7 | -4.0 | -2.6 | -5.3 | -2.7[20 µM] | -9.3 | -6.0 | -0.4 | -6.4
CC1=NN(c2ccc(C)cc2C)C(=O)C1C(c1ccccc1O)C1C(=O)N(c2ccc(C)cc2C)N=C1C (centres undefined) | -37.8 | 5.6 | -2.0 | 27.8* | -29.7 | -1.1 | -5.5 | -1.3 | -4.2
CN(CC(=O)NCCc1ccc(Cl)cc1)S(=O)(=O)c1ccc2c(c1)c(=O)n(C)c(=O)n2C | -5.3 | 0.9 | -1.6 | 2.3 | -30.5 | 9.4 | -13.4 | 0.0 | -9.5
O=C(NC(=S)NC(c1ccccc1)c1ccncc1)c1ccccc1 (centres undefined) | 31.8 | -1.7 | 0.9 | -5.2 | -12.4 | 5.0 | 1.1 | -1.2 | 3.0
Nc1c(C(=O)c2ccc(Cl)cc2)sc2nc3c(cc12)CCC3 | -10.7 | -4.1 | -79.6 | -4.1 | -3.9 | -6.5 | -5.7 | -9.8 | -0.4
CC(=O)c1c(C)nn(CC(O)COc2ccc3ccccc3c2)c1C (centres undefined) | -41.7 | 4.0 | -3.9 | -6.6 | -24.2 | -6.9 | -0.6 | 1.4 | -7.1
CCOC(=O)c1cc(C#N)c(SCC(N)=O)[nH]c1=O | -41.6 | 13.8 | -33.3 | 6.9 | -2.3 | -2.0 | -72.0 | 3.6 | -39.5
S=C1NC2=C(CCC/C2=C\c2ccccc2)C(c2ccccc2)N1 (centres undefined) | -19.2 | -14.8 | 29.5 | 7.2 | -2.9 | -0.5 | -13.0 | 40.1 | -1.3
O=C1CN(C(=O)c2cc3ccccc3oc2=O)C(c2ccc(F)cc2)c2cc(F)ccc2N1 (centres undefined) | -11.8 | -12.9 | -5.0 | 5.8 | -7.0 | 0.8 | -6.7 | -0.6 | -9.3
CNc1nc(SC)nc2ccsc12 | -15.2 | -9.2 | 0.3 | 2.5 | -12.5[20 µM] | -3.0 | -1.5 | 0.7 | 0.4
COc1cccc(CN2CCN(Cc3nc(-c4cccc(F)c4F)oc3C)CC2=O)c1 | -69.5 | -8.1 | x | 3.0 | -22.1 | 3.5 | -0.1 | x | -0.2
OC(COc1ccc(CNCCc2ccccc2F)cc1)CN1CCCCC1 (centres undefined) | -17.3 | -3.4 | 0.9 | -3.3 | -27.8 | -9.4 | 0.3 | -1.6 | -5.2
COc1ccc(/C=N/n2c(=S)n(C)c3ccccc32)cc1OC | 11.2 | 7.7 | 3.4 | 2.8 | -5.6[20 µM] | -6.3 | -6.5 | 1.4 | -16.5
CCOCC(=O)Nc1cc(OC)c(Cl)cc1OC | 17.3 | -0.4 | -2.1 | -2.0 | -19.8[20 µM] | -4.0 | 0.7 | -2.5 | -3.8
COc1cc(Cl)c(S(=O)(=O)n2cnc(C)c2)cc1Cl | -3.7 | -5.5 | 8.9 | 0.5 | -27.3[20 µM] | -0.1 | 1.5 | -0.1 | -2.7
CCCCCSc1nc2c(cnn2-c2ccccc2)c(=O)[nH]1 | -12.1 | -10.8 | 1.3 | 5.3 | -16.8[20 µM] | -6.1 | 0.8 | 2.1 | 9.2
CCOC(=O)C1CCN(C(=O)c2cccnc2Oc2ccccc2)CC1 | 5.6 | -0.7 | -0.8 | -9.6 | -0.6 | -10.5 | 12.5 | 4.3 | 4.4
CCCc1nc2sc3c(=O)n(N)cnc3c2c2c1CCCC2 | 13.7 | -10.2 | -3.1 | -3.8 | -8.1 | -2.0 | -5.6 | -5.3 | 20.4
O=C(CSc1nc(-c2ccc(F)cc2)cs1)N1CCc2ccccc21 | 8.2 | 7.0 | -0.6 | 0.2 | -11.0 | -5.6 | 3.8 | -1.9 | -0.9

Reformatted with values under each structure: part of the list above.
Fields – m-calpain inh, EBV gp42 inh, Runt-SMMHC FRET, p97 inhibitor, Furin inh, RBBP9 inh, NCF1 inh, Runt-CBFb FRET, TbHK1 inh
CCCCCSc1nc2c(cnn2-c2ccccc2)c(=O)[nH]1
    -12.1, -10.8, 1.3, 5.3, -16.8[20 µM], -6.1, 0.8, 2.1, 9.2
CCOC(=O)C1CCN(C(=O)c2cccnc2Oc2ccccc2)CC1
    5.6, -0.7, -0.8, -9.6, -0.6, -10.5, 12.5, 4.3, 4.4

(cont.)
Molecule | m-calpain inh | EBV gp42 inh | Runt-SMMHC FRET | p97 inhibitor | Furin inh | RBBP9 inh | NCF1 inh | Runt-CBFb FRET | TbHK1 inh
O=S(=O)(c1cccc(S(=O)(=O)N2CCCC2)c1)c1cccc(S(=O)(=O)N2CCCC2)c1 | -2.6 | -3.4 | 0.6 | 2.9 | -28.8 | -0.5 | -11.2 | 0.4 | 5.0
COc1ccc(N=c2ssnc2Cl)cc1 | -7.0 | -13.4 | 64.5 | -3.9 | -10.3[20 µM] | -11.6 | 12.6 | 37.1 | 16.4
CCc1[nH]nc2c1C(c1ccc(Br)s1)C(C#N)=C(N)O2 (centres undefined) | -27.3 | -5.5 | -0.3 | 0.6 | -19.5[20 µM] | -10.1 | -25.8 | 1.6 | -9.2
CCOc1ccccc1C(=O)NC1CC2CCCC(C1)N2C1CC1 (centres undefined) | 2.9 | -11.2 | -2.2 | -3.1 | -13.6 | -7.0 | 5.9 | 0.8 | 3.1
COc1ccc(C)cc1-n1nnnc1SCC1CCCO1 (centres undefined) | 18.0 | 3.9 | -2.1 | 1.5 | -11.4[20 µM] | -4.7 | 3.5 | -0.5 | 0.7
Cc1cccc(NC2=NC(=S)N(CC#N)C23CCCCC3)c1 | 1.1 | -26.2 | 0.0 | 2.4 | -9.3[20 µM] | 3.6 | 3.6 | -3.6 | 0.6
COc1c(O)cc2oc(-c3ccc(O)cc3)cc(=O)c2c1O | -1.8 | 1.1 | 1.4 | x | -16.2 | x | -15.0 | 3.3 | -34.7
COc1cc2c(cc1OC)C(C(=O)Nc1ccc3c(c1)OCCO3)C(c1cccnc1)N(C)C2=O (centres undefined) | 2.0 | -6.4 | 0.9 | 3.6 | -25.0 | -2.9 | -8.1 | 0.2 | -3.6
CC(=O)C1=C(C)N2CCN=C2S1 | 12.2 | 20.7 | 2.0 | -4.1 | -13.0 | -6.8 | -3.7 | -0.6 | -30.7
OCCNc1nc2ccccc2n1-c1ccccc1 | -16.0 | 2.1 | -0.6 | 1.3 | -15.5[20 µM] | -8.8 | -9.9 | 0.4 | -1.5
CCOC(=O)c1cc(-c2ccccc2)n(CCC(=O)NC(C)CC)c1C (centres undefined) | -2.8 | -13.2 | -1.7 | -5.0 | -18.6[20 µM] | -4.5 | -11.1 | -5.2 | -4.4
CCN(CCC(=O)Nc1ccc(Br)c(C)c1)Cc1ccccc1 | -5.4 | -10.4 | -0.1 | 0.3 | -25.1[20 µM] | 0.7 | -12.9 | -0.1 | 10.0
Cc1cccc(C(=O)NCCC(=O)Nc2nc(C)c(Cc3ccc4c(c3)OCO4)s2)c1 | 9.5 | -21.8 | -8.3 | -1.2 | -14.4 | -2.9 | -7.1 | -4.9 | -4.7
O=C(CSc1ncnc2ccccc12)NCc1ccco1 | -14.4 | -7.4 | 3.8 | 2.9 | -17.6[20 µM] | 1.1 | -7.7 | -1.1 | -4.8
Cc1ccc(S(=O)(=O)Nc2cc(C(C)C)c(O)cc2C)cc1 | -3.8 | 2.0 | -7.7 | 3.7 | -24.5[20 µM] | 13.4 | -16.1 | -1.9 | 3.0
O=C(NCc1ccc2c(c1)OCO2)c1ccc2c(c1)C(=O)N(CC1CCCO1)C2=O (centres undefined) | -0.7 | -19.8 | -8.3 | -1.0 | -9.0[20 µM] | 5.2 | -1.9 | 1.6 | -3.7
N#C/C(=C\Nc1ccc(Cl)cc1)S(=O)(=O)c1ccccn1 | -9.2 | -9.1 | -2.9 | 1.0 | -16.9 | -6.8 | -5.6 | -0.5 | -36.9
CC1CCCN(C(=S)SCC(=O)c2cc(Br)cc(Br)c2O)C1 (centres undefined) | -63.8 | -27.6 | -1.2 | 5.9 | -27.6 | -4.0 | -10.1 | 23.5 | 2.8
CCCC(NS(=O)(=O)c1ccc(OC)cc1)C(=O)O (centres undefined) | -36.3 | -12.2 | 2.7 | 3.3 | -26.1 | -3.2 | -2.0 | -0.4 | -2.6
O=C(NC1CCCC1)C(c1cccs1)N(C(=O)c1ccco1)c1ccc2c(c1)OCCO2 (centres undefined) | -4.9 | -5.6 | 3.3 | 1.9 | -11.0 | -8.7 | -14.8 | 1.5 | 2.1
Cc1ccc(/C=C(\C#N)C(=O)N2CCCC2)c(C)c1 | -261.9 | 5.6 | -3.2 | 3.8 | -24.1 | -2.4 | 3.6 | 0.3 | -13.7
CCN(CC)CCOC(=O)c1cccc(OC)c1 | 12.1 | -0.5 | 5.2 | 4.2 | -1.0[20 µM] | -7.1 | 1.7 | 1.0 | -3.0

An excerpt from above, reduced to m-calpain inh.
Structure,m-calpain inh
Cc1ccc(S(=O)(=O)Nc2cc(C(C)C)c(O)cc2C)cc1,-3.8
O=C(NCc1ccc2c(c1)OCO2)c1ccc2c(c1)C(=O)N(CC1CCCO1)C2=O (centres undefined),-0.7
N#C/C(=C\Nc1ccc(Cl)cc1)S(=O)(=O)c1ccccn1,-9.2
